Lipid storage S3 = qHTS Assay for Lipid Storage Modulators in Drosophila S3 Cells; Potency in µM for hits, for the others lipid storage change, negative = inhibition, % at the top dose, mostly 46.1 µM; Drosophila S3 cells, BODIPY lipid droplet fluorescence, 18-24 h; cells fed with added oleic acid; AID 2685; 0.64% of 320,000 active; active means well fitted inhibition curve with a large enough effect in the signal ratio, with a control signal flat, not every such curve was filed as active; inconclusive means small, poorly fitted or top-dose-only effect, or effect the other way, or a change in a side signal; the % refers to the signal ratio
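Drosophila S3 cells loaded with oleic acid (400 uM, as added) and compounds at several concentrations; lipid droplets imaged by 488-nm laser-scanning cytometry, 500–530 nm intensity and object ratio to cell channel. Percent activity normalized to 20 uM Triacsin C.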
Lipid storage S3 cell count max = also measured in Lipid storage S3; calls as there; cell number change, %; measured here: cell count max response;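 cells counted by Cell Tracker Red CMTPX staining in the red channel; peak over a dose series mostly up to 46.1 µM; percent activity relative to internal control wells on each plate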
Starred values were filed as active, the others as inactive; i = inactive; u = inconclusive; x = not tested or not shown. On the % scale 0 is the no-effect control and ±100 the full control effect; potency means the concentration at half of the fitted maximal effect.

SMILES	Lipid storage S3	Lipid storage S3 cell count max
Cc1cccc2nc(CNc3ccc(F)cc3)cn12	i	0
Clc1ccc2c(NCc3ccccc3)ccnc2c1	u	x
CC(C)(C)C(=O)[C@@H]1[C@@H]2C(=O)N(Cc3ccccc3)C(=O)[C@@H]2[C@H]2c3ccccc3C=CN12	u	x
COc1ccc(-c2c(C)nn3c(N4CCCCCC4)cc(C)nc23)cc1OC	-7%	-4
O=C(COc1ccc2c3c(c(=O)oc2c1)CCC3)NCCCN1CCCC1=O	i	-17
CCOC(=O)N1CCN(C(=O)c2cc3sccc3n2C)CC1	u	x
Cc1ccc(C(C(=O)NC(C)(C)C)N(CC2CCCO2)C(=O)CCC(=O)Nc2ccccn2)cc1 (stereo not given)	u	x
CCCC(=O)Nc1ccc(-c2nc3ncccc3o2)cc1	u	x
Cc1cccc(CN2CCC(C(=O)Nc3cccc(-c4cccc(F)c4)c3)CC2)n1	-12%	x
COC(=O)C(CC(C)C)NC(=O)c1cc(OC)c(OC)c(OC)c1 (stereo not given)	i	18
O=C(OCc1ccc(Br)cc1)c1cccnc1Cl	u	x
CCOc1ccccc1N1CCN(C(=O)C2c3ccccc3Oc3ccccc32)CC1	u	x
COc1ccc(OCc2cc(=O)[nH]c3ccccc23)cc1	u	x
O=C(O)c1ccccc1NS(=O)(=O)c1ccc2c3c(cccc13)C(=O)N2	u	x
COc1ccccc1NC(=O)c1cc2ccccc2nc1C	u	x
Cc1cc(C)cc(NC(=O)C(c2ccccc2)N2CCN(CC(=O)N3CCCC3)CC2)c1 (stereo not given)	22%	25
C1CCC(n2nnnc2CN2CCN(C3CCCC3)CC2)CC1	-14%	-15
CCCCCC(=O)N/N=C(\C)c1ccc(NC(=O)c2ccco2)cc1	u	x
Cc1cc(=O)oc2c3c(cc(OCC(=O)NCC4CCC(C(=O)O)CC4)c12)OC(C)(C)CC3 (stereo not given)	u	x
COC(=O)c1cccc(N2C(=O)c3ccccc3S2(=O)=O)c1	u	x
CCCCNC(=O)N1CCN(c2ccccc2OCC)CC1	-8%	8
COCCN(C(=O)COC(=O)C(c1ccccc1)c1ccccc1)c1c(N)n(Cc2ccccc2)c(=O)[nH]c1=O	-6%	x
CCCc1nnc(SCC(=O)Nc2ccc(C(=O)OCC)cc2)o1	i	7
Cc1nc2cc(-c3ccccc3)[nH]n2c(=O)c1C	u	x
Cc1ccc(S(=O)(=O)C(c2ccccc2)c2c(C)noc2C)cc1 (stereo not given)	-4%	2
O=C(N/N=C\c1ccc(Br)cc1)c1ccc(Cn2cccn2)o1	u	x
Cc1cc2c(=O)n(C)c(SCC(=O)Nc3ccccc3)nc2s1	u	x
COCCn1c(C)cc(C(=O)COC(=O)/C=C/c2c(C)nn(C3CCS(=O)(=O)C3)c2Cl)c1C (stereo not given)	u	x
O=C(OCC(=O)N(C1CCCCC1)C1CCCCC1)c1ccc(Cl)nc1	u	x
Cc1cc(NCc2cccnc2)nc(N)n1	u	x
CC(C)(CNC(=O)c1cccc(S(=O)(=O)NCc2ccccc2)c1)N1CCOCC1	u	x
CC12CCC(=O)N1C(C(=O)N1CCN(c3cccc(Cl)c3)CC1)CS2 (stereo not given)	u	x
Cc1cccc(Cl)c1NC(=S)NN	u	x
Cc1ccc(-n2nnnc2SCC(=O)N2CCN(C(=O)c3ccco3)CC2)c(C)c1	u	x
Cn1cc(Br)c(C(=O)NNC(=O)c2cccc(Br)c2)n1	1%	-3
O=C(Nc1ccccc1)N1CCN(c2ccc(C(F)(F)F)cn2)CC1	u	x
O=C(COC(=O)CC1c2ccccc2CCN1S(=O)(=O)c1ccccc1)Nc1ccccc1 (stereo not given)	i	17
Cc1ccc(C(=O)NC(=S)N2CCCCCC2)cc1	u	x
NS(=O)(=O)c1cccc(NC(=O)c2cc(-c3cccs3)nc3ccccc23)c1	u	x
Cc1cccc(CSc2nc3c(c(=O)[nH]2)CCCC3)c1	u	x

Rewritten as labelled records: two of the compounds above
Molecule: Cc1cc2c(=O)n(C)c(SCC(=O)Nc3ccccc3)nc2s1
  Lipid storage S3: u; Lipid storage S3 cell count max: x
Molecule: COCCn1c(C)cc(C(=O)COC(=O)/C=C/c2c(C)nn(C3CCS(=O)(=O)C3)c2Cl)c1C (stereo not given)
  Lipid storage S3: u; Lipid storage S3 cell count max: x

Continued.
SMILES	Lipid storage S3	Lipid storage S3 cell count max
Cc1ccc(-n2nc3c(c2NC(=O)/C=C\c2ccc4c(c2)OCO4)CSC3)c(C)c1	u	x
O=[N+]([O-])c1ccccc1NCCOc1ccccc1	u	x
COC(=O)CC1C(=O)NCCN1C(=O)Nc1ccc(Cl)c(Cl)c1 (stereo not given)	-13%	9
O=C(NC(=S)Nc1ccccc1Cl)c1cnn2c(C(F)(F)F)cc(C(F)(F)F)nc12	u	x
COc1ccc(Br)cc1/C(C)=N/NC1=NCCN1	i	-26
O=C(CSc1nnc(-c2cccs2)o1)N1CCc2ccccc21	10%	-4
CCOc1ccc(CNCCN2CCCC2)cc1	u	x
CCOc1ncccc1C(=O)OCC(=O)c1cccc(Br)c1	u	x
Cc1ccc(NC(=O)CSc2nnc(CN3CCOCC3)n2C)cc1C	4%	11
COc1ccc(CNC(=O)C2CCN(C(=O)N(C)C)CC2)c(OC)c1	u	x
CC1CCCCN1CCNC(=O)c1cnn2ccccc12 (stereo not given)	u	x
Cc1cccc(OCC(=O)NCc2nnc3ccc(C(F)(F)F)cn23)c1C	u	x
Cc1ccc(S(=O)(=O)N2CCC(C)CC2)cc1	u	x
O=C(c1ccc(F)cc1)C1CCN(C(=S)NCC2CCCO2)CC1 (stereo not given)	-3%	14
O=C(CSc1nnnn1C1CCCC1)N1CCCCC1	i	18
COc1ccc(N(C(C)C(=O)Nc2ccc(S(=O)(=O)N3CCOCC3)cc2)S(C)(=O)=O)cc1 (stereo not given)	0%	-8
CC(=O)Nc1ccc(S(=O)(=O)Nc2cccc(C(=O)NC(C)(C)C)c2)cc1	-21%	5
O=C(Cn1cnc(S(=O)(=O)N2CCCC2)c1)Nc1cccc(F)c1	u	x
COC(=O)C(CCCN1C(=O)c2ccccc2C1=O)(NC(C)=O)c1nnn(C)n1 (stereo not given)	-4%	-1
Cc1ccc(-n2nc3c(c2NC(=O)c2c(-c4ccccc4Cl)noc2C)CSC3)cc1	u	x

Ordered by formula weight (smallest number first): some entries from above.
SMILES	Lipid storage S3	Lipid storage S3 cell count max
O=C(CSc1nnnn1C1CCCC1)N1CCCCC1	i	18
Cc1ccc(NC(=O)CSc2nnc(CN3CCOCC3)n2C)cc1C	4%	11
COc1ccc(N(C(C)C(=O)Nc2ccc(S(=O)(=O)N3CCOCC3)cc2)S(C)(=O)=O)cc1 (stereo not given)	0%	-8

Of the compounds above, these contain a COOH group:
SMILES	Lipid storage S3	Lipid storage S3 cell count max
O=C(O)c1ccccc1NS(=O)(=O)c1ccc2c3c(cccc13)C(=O)N2	u	x
Cc1cc(=O)oc2c3c(cc(OCC(=O)NCC4CCC(C(=O)O)CC4)c12)OC(C)(C)CC3 (stereo not given)	u	x

Record cards, as listed above:
O=C(NC(=S)Nc1ccccc1Cl)c1cnn2c(C(F)(F)F)cc(C(F)(F)F)nc12 as listed: Lipid storage S3 = u; Lipid storage S3 cell count max = x
O=[N+]([O-])c1ccccc1NCCOc1ccccc1 as listed: Lipid storage S3 = u; Lipid storage S3 cell count max = x

(next part)
SMILES	Lipid storage S3	Lipid storage S3 cell count max
Cc1onc(-c2ccccc2)c1C(=O)c1c[nH]c(C(=O)NCc2ccncc2)c1	u	x
O=C(NC(=S)Nn1cnnc1)c1ccc(F)cc1Cl	i	6
CC(C)Oc1cccc(C(=O)Nc2ccc(Br)cc2F)c1	4%	13
CCCCS(=O)(=O)Nc1ccc2c(c1)ncn2C1CCCCC1	i	-18
O=c1cc(CN2CCN(c3ccccc3O)CC2)nc2sccn12	-6%	16
O=C(CN1C(=O)NC2(CCCC2)C1=O)NCCC1=CCCCC1	u	x
O=C(/C=C/c1ccc(S(=O)(=O)N2CCOCC2)cc1)N(CCO)Cc1ccccc1	u	x
Cc1ccc(NC(=O)CN2C(=O)NC(C)(c3ccc(Cl)cc3)C2=O)cc1S(=O)(=O)N1CCOCC1 (stereo not given)	u	x
CCOC(=O)CN(c1ccccc1C)S(=O)(=O)c1ccc(Cl)cc1	u	x
OC(CNCC(c1ccc(Cl)cc1Cl)c1c[nH]c2ccccc12)c1ccccc1 (stereo not given)	u	x
C=CCN1CCN(C(=O)c2c(-c3ccccc3)noc2C)CC1	u	x
CSc1ncccc1C(=O)Nc1ccc(S(=O)(=O)N2CCCC2)cc1	u	x
S=c1[nH]nc(-c2cccs2)n1Cc1ccccc1	-4%	2
CC(NC(=O)N1CCN(c2ccccc2F)CC1)c1ccc(F)c(F)c1 (stereo not given)	i	9
C=CCn1c(SCCOc2ccc(OC)cc2)nnc1C(CO)NC(=O)c1ccc(OC)cc1 (stereo not given)	u	x
O=C1CC(SCCc2nc3ccccc3[nH]2)C(=O)N1c1ccc(Cl)cc1 (stereo not given)	u	x
CCCCN(C(=O)C1CCCC1)c1c(N)n(CC(C)C)c(=O)[nH]c1=O	-4%	-17
O=C(CN(C(=O)c1csnn1)c1ccc2c(c1)OCCO2)NCc1ccc(F)cc1	u	x
O=C(O)c1ccc(CNC(=S)Nc2ccccc2)cc1	u	x
Cc1coc2cc3oc(=O)c(CC(=O)N[C@@H](CC(C)C)C(=O)O)c(C)c3cc12	u	x
O=C(Nc1cccc(N=Cc2cc(Cl)cc(Br)c2O)c1)c1ccco1	u	x
Cc1cc(Nc2cccc(C)c2C)n2ncnc2n1	0%	1
CCOc1ccc(NC(=O)CN2CCN(CC(=O)Nc3ccc(C(=O)OC)cc3)CC2)cc1	u	x
O=C(Cn1nc(C(=O)O)c2ccccc2c1=O)Nc1nc(-c2ccccc2)cs1	14%	8
CCCCNC(=O)C1CCN(S(=O)(=O)N2CCOCC2)CC1	u	x
O=C(c1cc2ccccn2n1)N1CCN(c2cccc(C(F)(F)F)c2)CC1	-1%	5
Cc1nn(CC(=O)Nc2c(C)n(C)n(-c3ccccc3)c2=O)c(C)c1[N+](=O)[O-]	u	x
CCOc1ccc2nc(NC3=NC(c4ccc(OC)cc4)CC(=O)N3)nc(C)c2c1 (stereo not given)	u	x
O=C(NCCCSc1ccccc1)c1cccnc1	u	x
Cc1ccc(CCNC(=O)C2CCN(S(=O)(=O)N3CCCC3)CC2)cc1	u	x
COCCN(C(=O)c1ccc(NC2CC2)c([N+](=O)[O-])c1)c1c(N)n(CC(C)C)c(=O)[nH]c1=O	u	x
Cc1cccc(N2CCN(S(=O)(=O)c3c(C)[nH]c(C)c3C(=O)N3CCCCC3)CC2)c1C	i	x
S=C(Nc1ccccc1)N1CCN(C2CCCCC2)CC1	u	x
O=C(Nc1ccc(N2CCN(C(=O)c3cccs3)CC2)cc1)c1ccc(F)cc1	u	x
Cc1ccccc1-c1nc2ccccc2[nH]1	6%	1
CC(=O)N=c1sc2cc(C)ccc2n1C	u	x
Clc1ccc(OC2CCN(Cc3nc(CC4CC4)no3)CC2)cc1	-2%	-17
CCOC(=O)C1(CCCc2ccccc2)CCN(C(=O)C2CCCN(C(N)=O)C2)CC1 (stereo not given)	7%	3
Cc1nccc(-c2ccc(-n3cnc4ccccc43)cc2)n1	u	x
CCC1CCc2sc(C(=O)NC3CCN(Cc4ccccc4)CC3)cc2C1 (stereo not given)	u	x
COc1ccc(/C=C/C(=O)Nc2cc(C)nn2-c2nc3ccccc3n2Cc2cccc([N+](=O)[O-])c2)cc1	u	x
Cc1cc(C)cc(-c2nnc(SCc3ccc(C(=O)O)cc3)o2)c1	u	x
Cc1ccccc1Oc1ccccc1N	u	x
CCC(=O)n1nc(-c2ccc(Cl)cc2)nc1SC	0%	-12
CS(=O)(=O)c1ccccc1C(=O)Nc1ccc(-c2nc3ccccc3o2)cc1	u	x
O=C(CCCCCN1C(=O)c2ccccc2C1=O)Nc1ccc(C(=O)O)cc1	i	x
CN(C)S(=O)(=O)c1cccc(COC(=O)c2cnccn2)c1	i	6
COc1ccc(C)cc1NC(=O)CSc1nnnn1C1CCCC1	u	x
Cc1nnc(NC(=O)C2CCCN2C(=O)Nc2ccccc2)s1 (stereo not given)	u	x
CC1C(=O)C(C)C(c2ccc(O)cc2)NC1c1ccc(O)cc1 (stereo not given)	-6%	3
CC1(C)CC(NC(=S)Nc2ccc([N+](=O)[O-])cc2)CC(C)(C)N1	0%	16
COc1ccc(S(=O)(=O)N2CCCCC2)cc1-n1cnnn1	-17%	-27
O=C(Cn1c(=O)n(Cc2ccco2)c(=O)c2c3c(sc21)CCCCC3)c1ccccc1	u	x
CCC(C)NC(=O)/C=C/c1ccc(S(=O)(=O)NCc2ccco2)cc1 (stereo not given)	u	x
O=c1[nH]c2ccccc2cc1CN(Cc1ccco1)S(=O)(=O)c1ccc(F)cc1	u	x
Cc1ccnc(NC(=O)CNC(=O)C23CC4CC(CC(C4)C2)C3)c1	u	x
Cc1ccc(OCC(=O)Nc2ccccc2[N+](=O)[O-])c(Br)c1	3%	3
CCOc1ccc(/C=C2/SC(=S)N(CCC(=O)Nc3ccc(C(=O)O)cc3)C2=O)cc1	3%	11
CCCc1cc(=O)[nH]c(SCc2ccc(F)cc2)n1	-3%	5
Cc1cc(NC(=O)c2ccc(Cl)cc2)c(C(C)C)cc1O	i	-17
O=C(COC(=O)c1ccccc1O)NCCC1=CCCCC1	u	x
CCOC(=O)CSC1=C(C#N)C(c2ccc3c(c2)OCO3)CC(=O)N1 (stereo not given)	17%	-1
COc1ccc2c(c1)C(=NNC(=O)c1ccccn1)c1cc(OC)ccc1-2	u	x

High-throughput results from PubChem.

Only part of the results is shown; rates above refer to the full screens.
